Assay outcomes: PubChem, National Center for Advancing Translational Sciences (NCATS)
ALOX12 inh = Primary qHTS assay for inhibitors of human arachidonate 12S-lipoxygenase (ALOX12): Round 2. purified 12hLO, xylenol orange hydroperoxide absorbance. AID 1671190, 2021. 1.1% of 580,000 active. Potency, µM (top dose mostly 108 µM), for the others: at the highest dose activity change, negative = inhibition, most hits filed as inhibitors; active means well fitted inhibition curve with a large enough effect; inconclusive means small, poorly fitted or top-dose-only effect, or another doubt; inactive means no such curve, though single readings can be large or run the other way
Target sequence (P18054 whole entry, looked up): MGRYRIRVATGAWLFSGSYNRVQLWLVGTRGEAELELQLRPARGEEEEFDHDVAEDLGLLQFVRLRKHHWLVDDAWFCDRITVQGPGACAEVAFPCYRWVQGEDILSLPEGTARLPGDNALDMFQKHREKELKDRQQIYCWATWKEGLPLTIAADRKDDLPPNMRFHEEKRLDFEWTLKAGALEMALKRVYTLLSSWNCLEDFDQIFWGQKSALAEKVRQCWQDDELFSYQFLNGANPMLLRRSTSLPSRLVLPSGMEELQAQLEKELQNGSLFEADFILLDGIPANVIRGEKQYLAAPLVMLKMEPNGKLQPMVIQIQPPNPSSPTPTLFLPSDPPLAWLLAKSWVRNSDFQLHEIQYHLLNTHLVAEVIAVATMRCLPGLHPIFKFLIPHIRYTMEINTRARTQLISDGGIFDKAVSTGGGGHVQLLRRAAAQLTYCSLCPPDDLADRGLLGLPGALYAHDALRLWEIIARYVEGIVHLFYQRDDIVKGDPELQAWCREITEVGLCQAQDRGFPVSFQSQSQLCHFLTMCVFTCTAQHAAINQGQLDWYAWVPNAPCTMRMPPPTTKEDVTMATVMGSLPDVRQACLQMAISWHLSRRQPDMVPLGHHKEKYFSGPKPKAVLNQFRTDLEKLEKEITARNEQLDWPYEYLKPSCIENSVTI
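Purified human 12hLO at 150 nM in 25 mM Hepes, 0.01% Triton X-100, pH 7.0, preincubated 15 min at room temperature with compound. Reaction started with 40 uM arachidonic acid, 30 min at room temperature. Hydroperoxide measured by Fe-xylenol orange, 573/405 nm absorbance ratio.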
* = called active by the depositor; ? = inconclusive; [ ] = dose if it differs, or a comment. On the % scale 0 is the no-effect control and ±100 the full control effect; potency means the concentration at half of the fitted maximal effect. Only part of the results is shown, so the mix of outcomes need not match the whole.

entry | ALOX12 inh | canonical_smiles
1 | 15% | COc1ccc2[nH]cc(C(C(=O)O)N3CCN(CC(=O)N(C)C)CC3)c2c1 (stereo unspecified)
2 | -21% | CC(O)c1nc2ccccc2n1CC(=O)C(C)(C)C (stereo unspecified)
3 | ? | COCCCNc1ncnc2c1CN(C1CCCNC1)C(=O)CN2C (stereo unspecified)
4 | ? | CC(C)NC[C@H]1O[C@@H](CO)[C@@H](O)[C@H]1N1CCN(c2ccccn2)CC1
5 | 26% | Cc1nn(C)c(C(=O)Nc2c(C)nn(C)c2C)c1Br
6 | 10% | COc1ccc(NC(=O)COc2ccccc2C)c2cccnc12
7 | 2%[6.33 µM] | CC(C)NC(=O)NC1CC2(CCN(C(=O)Cc3cnc[nH]3)CC2)c2ccccc21 (stereo unspecified)
8 | 14% | COCCNC(=O)[C@@H]1C[C@H](Oc2cccnc2)CN1C(=O)C(C)C
9 | 17% | COc1ccc(CCC(=O)N2CCn3c(nnc3[C@@H]3C[C@@H](O)CN3C(C)C)C2)cc1
10 | 23% | COc1cccc(-c2cc(C3CCN(C(=O)c4ccc(Br)cc4)CC3)[nH]n2)c1
11 | 4%[176 µM] | COc1cccc(F)c1-c1ncc2c(n1)OCCN(CC1CC1)C2=O
12 | 58%[activator] | CN1CC2(CCN(C(=O)Nc3ccccc3)CC2)CC1C(=O)N1CCOCC1 (stereo unspecified)
13 | 6% | CCc1ccccc1NS(=O)(=O)c1ccc(-c2cnc(C3CC3)o2)cc1
14 | 37%[activator] | O=C1CCCCC(C(=O)NCc2cccc(F)c2)N1 (stereo unspecified)
15 | ? | COC(=O)C1CN(Cc2ccc(Cl)cc2)CCS(=O)(=O)N1Cc1cn(Cc2ccc(Cl)cc2)nn1 (stereo unspecified)
16 | ? | Cc1nc(NC(=O)C2CCN(c3ccc(C#N)cn3)CC2)sc1C
17 | 0% | Cc1ccccc1Cn1cc(CN2[C@@H](C)COc3cc(Br)ccc3S2(=O)=O)nn1
18 | ? | CC1CN(C(=O)Nc2cccc(CN3CCOC3=O)c2)CCO1 (stereo unspecified)
19 | 11% | CC(=O)c1ccc(NC(=O)Cn2c(-c3ccc(F)cc3)nc(C)cc2=O)cc1
20 | -11% | Cc1ccc2nc(NC(=O)CCn3c(=O)oc4ccccc43)sc2c1
21 | ? | CO[C@H]1[C@H](NC(=O)c2ccco2)c2ccccc2C12CCN(Cc1cnc(N(C)C)s1)CC2
22 | 28%[176 µM] | c1cc(-c2cc(-c3ccncc3)c3cncn3c2)cc(N2CCOCC2)c1
23 | 25% | CN(C)CCCNC(=O)c1c(OCC2CC2)cc(=O)n2c1CCCCC2
24 | ? | Cc1ccc(N/C=C/C(=O)c2cccc(Cl)c2)cc1
25 | ? | O=C(Nc1ccc(F)cc1)C(c1ccccc1)N1CCN(c2ccncc2)CC1 (stereo unspecified)
26 | 36%[activator][176 µM] | CN(C)c1ccc(CN2CC[C@H](c3nc4ccc(C#N)cc4[nH]3)C2)cc1
27 | 11%[6.33 µM] | O=Cc1cccc(N2CCN([S+](=O)([O-])C3CC3)CC2=O)c1
28 | 13%[176 µM] | Cn1c(CO[C@H]2CN(C(=O)c3ccno3)C[C@H]2F)nc2ccccc21
29 | -29%[57.4 µM] | CCC(=O)O[C@]1(C(=O)CO)CC[C@H]2[C@@H]3CCC4=CC(=O)CC[C@]4(C)[C@@H]3CC[C@@]21C
30 | -2% | COc1ccc(C2CC(=O)C(c3ccc(Cl)c(Cl)c3)=CN2Cc2ccccc2)cc1 (stereo unspecified)
31 | 15% | COc1nccc(N2CCC(CC(=O)N3CCN(CCC#N)CC3)CC2)n1
32 | 6% | COc1ccc2[nH]c(=O)c(CCC(=O)NCCc3ccccn3)cc2c1
33 | 80%[activator] | COc1cccc(CN(C)CC(C)N2CCOCC2)c1O (stereo unspecified)
34 | 28% | CCCCCCCn1c(N2CCOCC2)nc2c1c(=O)[nH]c(=O)n2C
35 | 35%[activator] | CC(C)c1noc(-c2ccn3c(CNC(=O)c4ccc5ccccc5n4)nnc3c2)n1
36 | -19% | COCCCNC(=S)NNC(=O)CC(c1ccccc1)c1ccccc1
37 | ? | COc1cccc(C(CNC(=O)c2ccc(S(=O)(=O)Nc3ccc(C)cc3)cc2)N(C)C)c1 (stereo unspecified)
38 | -3% | CN(C(=O)Cn1ccn2nc3c(c2c1=O)CCCC3)C1CCCCC1
39 | 0% | COC(=O)[C@]12CCCCC=C1N(CCC1=CCCCC1)C(=O)[C@H](CC(=O)NCc1cccc(C(F)(F)F)c1)C2
40 | -12% | Cc1cccc(N2CCN(C(=O)Cn3cnc(S(=O)(=O)N4CCOCC4)c3)CC2)c1C
41 | 25% | C=CCNC(=S)N(CC)CC
42 | 44%[activator] | CCOC(=O)C1CCCN(S(=O)(=O)NCc2ccnc(Oc3ccc(OC)cc3)c2)C1 (stereo unspecified)
43 | 30% | O=C(NCCN1CCCC1)c1ccc(-c2ccc(N3CCSCC3)nc2)cc1
44 | 2% | COc1ccccc1CCNC(=O)Cc1c(C)c2ccc(OC)c(C)c2oc1=O
45 | -8% | CN(CC1(C)CCOCC1)C(=O)c1ccnn1C
46 | 21% | COc1ccc(-c2noc(Nc3ccc(OC)cc3OC)n2)cc1
47 | 28µM* | CNCc1ccc(-c2ccc(Br)cc2)o1
48 | -6% | O=S(=O)(NCCc1cn2ccccc2n1)c1ccc(Cl)c(Cl)c1
49 | ? | O=c1cc(-c2ccccc2Br)[nH]c2ccccc12
50 | 43% | Cc1ccn(CC(=O)N[C@@H]2CN(c3ccncn3)C[C@H]2CN(C)C)n1
51 | ? | CN1CCN(c2ncc3nc(-c4cc(F)cc(F)c4)c(=O)n(CCc4ccccc4)c3n2)CC1
52 | 2% | Cc1ccc(-n2cnc3sc4c(c3c2=O)CCC4)cc1
53 | 4% | Cc1ccc(NC(=O)NNC(=O)CSC2CCc3ccccc32)c(C)c1 (stereo unspecified)
54 | -1% | NC(=O)NCC(=O)N1CCCC(Nc2ccc3c(c2)OCCO3)C1 (stereo unspecified)
55 | -31% | CCCC(NC(=O)c1ccc(Cl)nc1)c1ccccc1 (stereo unspecified)
56 | 9%[176 µM] | COC[C@H]1C[C@@H](NC(=O)Nc2ccc3c(c2)OCCO3)[C@H](O)[C@@H]1O
57 | 14% | CCC(=O)N(C1CCOCC1)C1CCN(S(=O)(=O)c2cccc(Cl)c2)CC1
58 | 142%[activator] | CCCn1ncc(-c2nc(-c3ccncc3)no2)c1C
59 | ? | O=C1Cc2cc(S(=O)(=O)N3CCN(C(=O)Nc4ccc(F)cc4)CC3)ccc2N1
60 | 2% | O=C(C(=O)N1CCN(C(=O)OCc2ccccc2)CC1)c1cccnc1

Next entries follow.
entry | ALOX12 inh | canonical_smiles
61 | -5% | COc1ccc(Cl)cc1COc1ccccc1C#N
62 | 2% | COc1cccc(NC(=O)c2nnn(Cc3nc(-c4ccc(OC(C)C)cc4)oc3C)c2N)c1
63 | -12% | O=C(COC(=O)C1C=CCCC1)c1ccc([N+](=O)[O-])cc1 (stereo unspecified)
64 | 25% | CCOc1cc(OCC)cc(C(=O)Nc2ccc3oc(-c4ccc(OC)c(OC)c4)nc3c2)c1
65 | ? | CCCCCCNC(=S)Nc1ccc(F)cc1
66 | ? | O=C(CNc1cccc(F)c1)NCc1ccc(Cl)cc1
67 | 15% | CCCC(C)N1CC2(CCN(C(=O)c3ccc(C(C)=O)s3)CC2)OC1=O (stereo unspecified)
68 | 1%[176 µM] | C[S+](=O)([O-])c1cccc(-c2cnc3[nH]cc(CC(N)=O)c3c2)c1
69 | ? | CCCN(CCC)c1ccc(NS(=O)(=O)c2ccc(C(C)=O)cc2)cc1C(=O)O
70 | 13% | COc1ccc(OC)c(S(=O)(=O)N2CCCCCCNC(=O)[C@@H]3CCC[C@@H]32)c1
71 | ? | Cc1ccc(-c2nc(CSc3nc4ncccc4[nH]3)c(C)o2)c(C)c1
72 | 6% | Cc1cc(=O)n(CC(=O)Nc2cccc(C(F)(F)F)c2)c(N2CCN(c3ccccc3)CC2)n1
73 | 33%[activator] | Cn1nccc1C(=O)N1CC(=O)N(C2CCCCC2)CC(OCc2ccccc2)C1 (stereo unspecified)
74 | 1%[6.33 µM] | O=C(O)C1=NOC2CN(C(=O)c3ccc(C(F)(F)F)cc3)CC12 (stereo unspecified)
75 | ? | COc1cccc(Nc2nc(-c3ccc4c(c3)CCC(=O)N4)cs2)c1
76 | 3% | O=C(NC1C[C@H]2CC[C@@H](C1)N2C(=O)c1ccn[nH]1)c1ccncc1 (stereo partly specified)
77 | ? | CC1CCN(C(=O)C2CCN(C(=O)c3ccc4ccccc4n3)CC2)CC1
78 | 27%[176 µM] | COCc1cc(C[C@@H]2C[C@H](NC(=O)c3ccco3)C2(C)C)no1
79 | 0% | Cc1ccccc1Nc1nc(-c2cc3cc(Br)ccc3oc2=O)cs1
80 | -2%[176 µM] | CSCC(=O)N[C@H]1CCN2C(=O)c3cc(Br)ccc3NC(=O)[C@@H]2C1
81 | 15% | Cc1ccc(OCC(=O)NC2CCN(c3cc(-c4ccccc4)[nH]n3)CC2)cc1
82 | -1% | O=C1Nc2ccccc2-n2nnnc2C1N1CCN(CCN2CCOCC2)CC1 (stereo unspecified)
83 | 37%[activator][176 µM] | COC(=O)c1ccc2nc(CO[C@H]3CN(Cc4ccc(Cl)cc4)C[C@H]3F)[nH]c2c1
84 | 41%[activator] | CCN(CC)C(=O)N1CCOC(c2ccc3cc(OC)ccc3c2)C1 (stereo unspecified)
85 | 7% | COc1cc(C(=O)N2CCN(c3cc(-c4ccc(Cl)cc4)[nH]n3)CC2)cc(OC)c1OC
86 | -4% | COCCn1c(COc2cccc(-n3nnnc3C)c2)nnc1C1CC(N)C1 (stereo unspecified)
87 | 3% | CCCCn1c(=O)[nH]c(=O)c2c1nc(CCC(=O)Nc1cccc(C)c1C)n2CC(C)C
88 | 10% | CN1CCN(c2oc(-c3ccccc3)nc2S(=O)(=O)c2ccc(F)cc2)CC1
89 | -66% | OC12CC3CC(C1)CC(NCc1cccc4ccccc14)(C3)C2
90 | ? | CNC(=O)CCn1ncc2cc(OCc3ccccc3-c3ccc(F)cc3F)ccc21
91 | ? | O=C(/C=C/c1ccc2ccccc2n1)NCc1ccccc1
92 | 2%[176 µM] | COc1cc(C)c2c(c1C)C[C@H](C(C)C(=O)NC(C)(C)C)CC2 (stereo partly specified)
93 | 4%[176 µM] | COc1cccc(CNC(=O)C2CN(Cc3ccccc3)C(=O)N2)c1 (stereo unspecified)
94 | 42% | O=[N+]([O-])c1ccccc1S(=O)(=O)Nc1ccccc1-n1cccn1
95 | 26% | COc1ccc(-c2nc3ccccc3o2)cc1NC(=O)CC12CC3CC(CC(C3)C1)C2
96 | -2% | O=C(NCc1ccc(F)cc1F)[C@@H]1CCCN1C(=O)[C@@H]1CCCN1C(=O)c1ccc(Cl)cc1
97 | 70%[activator] | NC(=O)c1cc(-c2cc(NCc3cccnc3)nc3[nH]ccc23)ccc1F
98 | 59% | CC(=O)c1ccc(C(=O)N2CCCC(C(=O)c3cccc(C(F)(F)F)c3)C2)s1 (stereo unspecified)
99 | 0% | COC(=O)c1ccc2oc(=O)c(S(=O)(=O)c3ccc(Cl)cc3)cc2c1
100 | ? | COc1ccc(NC(=O)CCS(=O)(=O)c2ccc3c(c2)OCCO3)cc1OC(F)F
101 | 7% | COc1ccc(NC(=O)CN2C(=O)NC3(CCOCC3)C2=O)cc1OC
102 | 6% | COCCN(C)C[C@H]1C[C@H](CO)CN(C(=O)c2ccc(SC)cc2)C1
103 | 32%[activator] | Cc1cc(=O)oc2cc(OS(=O)(=O)c3cccc(OC(F)(F)F)c3)ccc12
104 | 2% | COC(=O)CCC(=O)NCc1ccccc1
105 | -3% | O=C(C1CCCC1)N1CCC(n2cc(-c3nc(-c4ccccc4)no3)nn2)CC1
106 | 40µM* | O=[N+]([O-])c1ccccc1CN1C[C@H](O)C[C@H]1c1nc(-c2ccc(F)cc2)no1
107 | ? | N#Cc1cccc(NC(=O)c2n[nH]c(=O)c3ccccc23)c1
108 | 17% | O=C(CCc1ccccc1)N1CCC(n2cc(-c3nc(-c4ccccc4)no3)nn2)C1 (stereo unspecified)
109 | 24% | CCCn1cc(CNC(=O)c2cn(CCN)nn2)cn1
110 | ? | CC(=O)N1CCN(C(=O)C[C@@H]2CCNC[C@@H]2Cc2cc(COc3ccccc3)on2)CC1
111 | ? | Cc1c(Cl)ccc2c(C(=O)NC3CCC(C)CC3)cc(-c3cccnc3)nc12 (stereo unspecified)
112 | 4%[176 µM] | Cc1ccc(CN(C)Cc2ccc(-c3ccccc3)cc2)cc1
113 | -16% | COc1ccc(NC(=O)Cn2cccc2-c2nc(-c3ccccc3)no2)c(OC)c1
114 | 5% | C[C@H](O)[C@@H]1C(=O)N2CCc3c([nH]c4cccc(-c5ccccc5)c34)[C@@H]2C[C@@H]1N(C)CC1CCCCC1
115 | -32% | Cc1nc2nc(C(F)(F)F)[nH]n2c(=O)c1Cc1ccccc1Cl
116 | 4.5µM* | CC(C)N1C(=O)S/C(=C/c2cn(CC#N)c3ccccc23)C1=O
117 | 98%[activator] | CCN1CCC(N2CC[C@@H]3C(=O)NCCCCCCN(Cc4ccncc4)[C@@H]3C2)CC1
